From PubChem
MMP13 inhibition = human MMP13 inhibition, fluorescence-interfering compounds – biochemical, possible fluorescent artifacts, delta fluorescence, confirmation (AID 734) | MMP13 fTHP FRET cleavage, delta fluorescence 4 h; stronger effect = higher value | inhibition, %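 (each compound tested at 4 µM nominal in triplicate)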 | 5,100 tested, under 10 active;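 active means inhibition above the mean inhibition over all tested compounds plus 3 SD, cut at about 75% in these data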;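 further: 0% = DMSO only wells and 100% = 8 µM reference MMP13 inhibitor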
* = called active by the depositor. Only part of the results is shown; rates above refer to the full screens.

# | Molecule | MMP13 inhibition
1 | CCOC(=O)c1cc2c(=O)n3ccccc3nc2n(Cc2ccccc2)c1=N | -203
2 | COc1ccc(NC(=O)C2CCN(C(=O)c3ccccc3)CC2)cc1OC | 4
3 | O=C1c2cccc3cccc(c23)C(=O)N1c1cccnc1 | 9
4 | CCOC(=O)Cc1c(C)nc2c(-c3ccc(Cl)cc3)c[nH]n2c1=O | 18
5 | Nc1c(S(=O)(=O)c2cccc(Cl)c2)c2nc3ccccc3nc2n1CCN1CCOCC1 | 1
6 | CC(=O)N(CC(=O)Nc1nn(-c2ccccc2)nc1C(N)=O)Cc1ccccc1 | 2
7 | Cn1c(=O)c2c(nc(SCCN3CCCCC3)n2Cc2ccc(Cl)cc2)n(C)c1=O | 1
8 | COc1ccc2[nH]cc(C(=O)N3CCCCC3)c(=O)c2c1 | 2
9 | CCOC(=O)C1CCN(Cc2cn[nH]c2-c2ccccc2)CC1 | 3
10 | COc1ccc2oc(=O)c(C(=O)N3CCN(c4ccccc4)CC3)cc2c1 | -1
11 | O=C(C1CCN(S(=O)(=O)c2cccc3cccnc23)CC1)N1CCN(c2ccccn2)CC1 | 8
12 | COc1cccc(NC(=O)N2CCN(c3ccc(C(F)(F)F)cn3)CC2)c1 | -2
13 | CCOc1ccc(NC(=O)C2CCCN(S(=O)(=O)c3c(C)nn(C)c3C)C2)cc1 (stereo unspecified) | 2
14 | Cc1ccc2cc3c(nc2c1)N(Cc1ccco1)CC3 | -1
15 | O=C(CN1CCOCC1)N1CCN(S(=O)(=O)c2ccccc2)C1c1ccccc1 (stereo unspecified) | -2
16 | CCc1cc(=O)oc2cc(OC(C)C(=O)O)c(Cl)cc12 (stereo unspecified) | 1
17 | CCn1nnnc1SCC(=O)N(C1CCCCC1)C1CCCCC1 | 6
18 | CCCCCC(=O)Nc1ccc2oc(-c3ccncc3)nc2c1 | 1
19 | CC(=O)N1CCN(c2ccccc2NC(=O)COc2ccc(Cl)cc2Cl)CC1 | 3
20 | CCN(CC)C(=O)c1cc2c(=O)n3cccc(C)c3nc2n1C | -7

(listing goes on)
# | Molecule | MMP13 inhibition
21 | O=c1c(-c2ccccc2)coc2c(CN3CCCC3)c(O)ccc12 | 7
22 | CN1c2ccccc2-c2nc3ccccc3n2C1c1ccco1 (stereo unspecified) | -37
23 | O=C(Nc1ccccc1O)c1ccccc1O | 0
24 | CN(C)CCNc1ncnc2c1cnn2-c1ccc(Cl)cc1 | 1
25 | Cc1cc(N2CCC(N(C)C3CCCC3)CC2)nc2cc(O)ccc12 | -2
26 | CCOc1ccc(CNc2ccc(N3CCCC3)cc2)cc1 | 6
27 | CCC1(C)Cc2c(sc3[nH]c(=O)[nH]c(=O)c23)CS1 (stereo unspecified) | 3
28 | CC(C)CCOCC(=O)Oc1ccccc1C(=O)O | 4
29 | COc1ccc2[nH]c(=O)c(CN(CCCN(C)C)C(=O)Nc3ccccc3)cc2c1 | 0
30 | CCn1c(-c2ccco2)n[nH]c1=S | 6
31 | Nc1c2c(nc3ccccc13)N(C1CCCCC1)CC2 | 2
32 | c1csc(Cn2c(-c3cccs3)nc3ccccc32)c1 | 4
33 | COc1ccc(-c2cc3nc(C)c(CCC(=O)NCc4ccco4)c(C)n3n2)c(OC)c1 | 3
34 | Cc1ccc(-c2cc(C(F)(F)F)c(C#N)c(SCCC#N)n2)o1 | -145
35 | Cc1cc(=O)oc2cc(OCC(=O)NCCCN3CCOCC3)ccc12 | 9
36 | COc1cccc2[nH]c3c(N4CCCC(C)C4)ncnc3c12 (stereo unspecified) | 5
37 | Cc1csc(SCCN2C(=O)c3ccccc3C2=O)n1 | -1
38 | Nc1c(S(=O)(=O)c2cccs2)c2nc3ccccc3nc2n1CC1CCCO1 (stereo unspecified) | 0
39 | c1coc(CN=C2NC(=NCc3ccco3)c3ccccc32)c1 | 4
40 | COC(=O)COc1cc(C)cc2oc(=O)c(CC(=O)OC)c(C)c12 | 1

Next section
# | Molecule | MMP13 inhibition
41 | CCc1cc2c(CN3CCN(C)CC3)cc(=O)oc2cc1O | 39
42 | COc1cc(C2C(C#N)=C(N)Oc3cc(C)n(CCN4CCOCC4)c(=O)c32)cc(OC)c1OC (stereo unspecified) | -2
43 | COc1cc(OC)c(C2CC(=O)N3CN(c4ccccc4C)CSC3=C2C#N)cc1OC (stereo unspecified) | 5
44 | Nc1nc(N2CCN(C/C=C/c3ccccc3)CC2)nc2ccccc12 | 1
45 | COc1cccc(N2CC(O)=C(c3nc4ccccc4c(=O)[nH]3)C2=N)c1 | 2
46 | COC(=O)C1=CN(C2CC2)C=C(C(=O)OC)C1c1ccc(C(=O)OC)cc1 | -2
47 | COC(=O)CN(c1nc(C)cc(OC)n1)S(=O)(=O)c1ccc(C)cc1 | 7
48 | Clc1cccc(Cl)c1COc1ccncc1 | 7
49 | CCn1c(=N)c(S(=O)(=O)c2ccc(F)cc2)cc2c(=O)n3ccccc3nc21 | -180
50 | CCC1c2ccc(C)n2CCN1C(=O)Nc1cc(Cl)ccc1OC (stereo unspecified) | 2
51 | CCOc1ccc2nc(N3CCCN(C(=O)Nc4ccccc4C)CC3)c(C#N)cc2c1 | 2
52 | CCC1(CC)NC(=O)N(CC(=O)Nc2sc3c(c2C(N)=O)CCC3)C1=O | 8
53 | CC(C)Cn1c(-c2cccs2)nc2nc3ccccc3nc21 | -32
54 | COc1ccc(CN(Cc2cc3cc4c(cc3[nH]c2=O)OCO4)C(=O)NC2CCCCC2)cc1 | -3
55 | O=c1c(-c2nc3ccccc3o2)c2oc3ccccc3n2c2ccccc12 | 2
56 | CNc1oc(-c2ccco2)nc1C#N | 8
57 | O=C1CC(c2cc3c(cc2Br)OCO3)C2=C(CCCC2=O)N1 (stereo unspecified) | 8
58 | Nc1ccccc1-c1nc2ccccc2[nH]1 | -67
59 | CCCCNC(=O)COC(=O)c1cc2c(C)nn(-c3ccccc3)c2s1 | -2
60 | COC(=O)Cc1nc2ccccc2[nH]1 | 4

(continued)
# | Molecule | MMP13 inhibition
61 | Cc1nc(-c2cn[nH]c2)c2cc(C)oc2n1 | 4
62 | C=CCOc1ccccc1C1C2=C(CC(C)(C)CC2=O)Nc2c1c(=O)n(C)c(=O)n2C (stereo unspecified) | 6
63 | Cc1cc(-c2nc3ccccc3o2)c2ccccc2n1 | 3
64 | COC(=O)c1[nH]c2ccc(C)cc2c1NC(=O)Nc1ccccc1OC | 11
65 | CCCc1cc(=O)n2[nH]c(C)cc2n1 | 4
66 | COc1ccc(Nc2cc(C)nc3ncnn23)c(OC)c1 | 0
67 | Cc1ccc(NC(=O)N(CCCN2CCOCC2)Cc2cc3cc4c(cc3[nH]c2=O)OCO4)cc1 | 6
68 | CCOC(=O)C1=C(C)NC2=C(C(=O)CCC2)C1c1cccnc1 (stereo unspecified) | 5
69 | Cc1cc(NC(=O)c2ccc(S(=O)(=O)N3CCCC3)cc2)nc2c1c(=O)oc1ccccc12 | 3
70 | CCOc1ccc2[nH]c(=O)c(CN(CCO)C(=O)CC)cc2c1 | 4
71 | COc1ccc(NC(=O)c2ccc3c(c2)OCO3)cc1Cl | -1
72 | CCOc1cc(S(=O)(=O)NCCc2cccc(C)c2)c(OCC)cc1-n1cnnn1 | -2
73 | CCOc1ccc(Nc2oc(-c3cccs3)nc2C#N)cc1 | 4
74 | COCCCNC(=O)Cn1ncc2ccsc2c1=O | 4
75 | COC(=O)c1cc(OC)c(OC)cc1NC(=O)CCC1CCCC1 | 4
76 | O=c1[nH]c2cc3c(cc2cc1C(c1nnnn1Cc1ccccc1)N1CCN2CCCC2C1)OCCO3 (stereo unspecified) | 5
77 | CS(=O)(=O)CCC(C(=O)n1nnc2ccccc21)N1C(=O)c2ccccc2C1=O (stereo unspecified) | 5
78 | CCOC(=O)CSc1nc2ccccc2c(=O)n1CC1COc2ccccc2O1 (stereo unspecified) | 2
79 | COc1ccccc1N(C(=O)c1snc(C(N)=O)c1N)C(C(=O)NC1CCCC1)c1ccco1 (stereo unspecified) | -1
80 | COc1ccc2[nH]c(=O)c(CN(Cc3nnnn3Cc3ccccc3)CC3CCCO3)cc2c1 (stereo unspecified) | 4

Arranged by the number under MMP13 inhibition (high to low): 3 from the list above
# | Molecule | MMP13 inhibition
64 | COC(=O)c1[nH]c2ccc(C)cc2c1NC(=O)Nc1ccccc1OC | 11
67 | Cc1ccc(NC(=O)N(CCCN2CCOCC2)Cc2cc3cc4c(cc3[nH]c2=O)OCO4)cc1 | 6
76 | O=c1[nH]c2cc3c(cc2cc1C(c1nnnn1Cc1ccccc1)N1CCN2CCCC2C1)OCCO3 (stereo unspecified) | 5

(next part)
# | Molecule | MMP13 inhibition
81 | CCCCOc1ncnc2c1[nH]c1ccccc12 | 0
82 | COc1ccc(S(=O)(=O)C(C#N)c2nc3ccccc3nc2N2CCCC(C)C2)cc1 (stereo unspecified) | 11
83 | CCOc1cc(C2Nc3ccccc3C(=O)N2c2ccccc2)ccc1O (stereo unspecified) | 0
84 | Cc1c(O)ccc2c3c(c(=O)oc12)CCCC3 | 7
85 | CN(CCc1ccccn1)S(=O)(=O)c1ccc2c3c(cccc13)C(=O)N2 | 3
86 | O=S(=O)(c1cccc2nsnc12)N1CCc2ccccc2C1 | 7
87 | Cc1cccc(S(=O)(=O)C(C#N)c2nc3ccccc3nc2N2CCCC2)c1 (stereo unspecified) | 7
88 | CCC(=O)Nc1nonc1-c1nc2ccccc2n1Cc1ccccc1 | 6
89 | c1ccc(-c2oc3ncnc(NCCCn4ccnc4)c3c2-c2ccccc2)cc1 | 15
90 | Cc1cc(Oc2ccccc2)nc2ccc(O)cc12 | 4
91 | Nc1nonc1-c1nc2ccccc2n1CCC(=O)O | 6
92 | CCCCc1cc(=O)oc2c(CN(C)C)c(O)c(Cl)cc12 | -62
93 | Cc1cc(C)cc(N(CC(=O)N2CCN(c3ccccc3)CC2)S(=O)(=O)c2c(C)noc2C)c1 | 4
94 | CCOC(=O)Cc1c(C)nc2cc(-c3ccc(C)cc3)[nH]n2c1=O | 0
95 | O=C(O)CCc1nn2c3ccccc3nc2n(CCN2CCCCC2)c1=O | 0
96 | Cc1coc2cc3oc(=O)c4c(c3cc12)CCCC4 | 0
97 | CCCn1c(C)nc2c(c1=O)c1nc3ccccc3nc1n2CCC1=CCCCC1 | 6
98 | Cc1c(C)c2cc(Cl)c(O)c(CN3CCN(C)CC3)c2oc1=O | -51
99 | COC(=O)C(C)Sc1ccc2nnc(-c3cccc(F)c3)n2n1 (stereo unspecified) | 3
100 | CCCCOC(=O)C(C)Oc1ccc(=O)n(-c2ccccc2)n1 (stereo unspecified) | 1

(more compounds)
# | Molecule | MMP13 inhibition
101 | COc1ccc2nc(CC(C)(C)CC(=O)O)c[n+]([O-])c2c1 | 7
102 | COc1ccc(CC(=O)Nc2ccc(-c3nnc(-c4ccc(C)cc4)o3)cc2)cc1 | -12
103 | CCCC1(C(=O)O)NC(c2ccccc2O)C2C(=O)N(c3cccc(Cl)c3)C(=O)C21 (stereo unspecified) | 8
104 | Cc1c(C)c2ccc(OC3CCCCC3=O)cc2oc1=O (stereo unspecified) | -10
105 | COCCOC(=O)C1=C(C)NC2=C(C(=O)CCC2)C1c1cc2c(cc1Br)OCO2 (stereo unspecified) | 2
106 | COc1cccc(-c2nn(C)c3sc(C(=O)NCc4ccc(C)o4)cc23)c1 | 6
107 | COC(=O)c1cc(OC)c(OC)cc1NC(=O)C1CCCO1 (stereo unspecified) | 1
108 | Cc1onc(-c2c(F)cccc2Cl)c1C(=O)Nc1cccc2nsnc12 | 4
109 | N=c1c(C(=O)NCC2CCCO2)cc2c(=O)n3ccccc3nc2n1Cc1cccnc1 (stereo unspecified) | -171
110 | COc1cc2[nH]c(=O)n(CCCCCC(=O)NCCCN3CCC(C)CC3)c(=O)c2cc1OC | 5
111 | Cc1cc(=O)oc2cc(OC(C)C(=O)N3CCCc4ccccc43)ccc12 (stereo unspecified) | 4
112 | COC(=O)C1=CN(CCCN2CCCC2=O)C=C(C(=O)OC)C1c1ccccc1C(F)(F)F | -10
113 | COCCN1CCn2c(nc3cc(NC(=O)c4ccc(OC)cc4)ccc32)C1 | 6
114 | CCOc1ccc2[nH]c(=O)c(CN(CCOC)C(=O)N3CCOCC3)cc2c1 | 9
115 | O=C(O)c1cc2c(ccc3ccccc32)[nH]1 | 3
116 | CC1(C)CC(=O)C2=C(C1)N(CCN1CCOCC1)C1=C(C(=O)CC(C)(C)C1)C2c1cccc(Cl)c1 | -7
117 | CCN(CC)c1ccc(NC(=O)CN2C(=O)CSc3ncccc32)c(C)c1 | 3
118 | CC(C)OC(=O)c1cc(=O)[nH]c2ccccc12 | 7
119 | O=C(NCCN1CCCC1)c1ccc2c(=O)n(CCc3ccccc3)c(=O)[nH]c2c1 | 2
120 | Cc1cc(C)n2c(SCC(=O)Nc3ccccc3)nnc2n1 | 6

Retrieved by compound from above, 4 records:
# | Molecule | MMP13 inhibition
102 | COc1ccc(CC(=O)Nc2ccc(-c3nnc(-c4ccc(C)cc4)o3)cc2)cc1 | -12
118 | CC(C)OC(=O)c1cc(=O)[nH]c2ccccc12 | 7
107 | COC(=O)c1cc(OC)c(OC)cc1NC(=O)C1CCCO1 (stereo unspecified) | 1
120 | Cc1cc(C)n2c(SCC(=O)Nc3ccccc3)nnc2n1 | 6

Next part.
# | Molecule | MMP13 inhibition
121 | CCN1C(=O)c2cccc3c(S(=O)(=O)NCc4ccco4)ccc1c23 | 0
122 | Clc1ccc2oc(-c3ccccn3)nc2c1 | 5
123 | O=C1c2ccccc2NC(c2ccccn2)N1c1ccc(Cl)cc1 (stereo unspecified) | -3
124 | C=CCSc1nnc(Cn2c(=O)sc3ccccc32)n1C | 2
125 | CC(=O)c1c(OCC(=O)O)ccc2c(C)cc(=O)oc12 | 5
126 | CCOC(=O)N1CCC(NC(=O)c2cnn3ccccc23)CC1 | 1
127 | CCCCOC(=O)Cc1c(O)c2ccccc2[nH]c1=O | 1
128 | Nc1c(C(=O)OCC2CCCO2)c2nc3ccccc3nc2n1C1CCCC1 (stereo unspecified) | -4
129 | COCC(=O)Nc1nc2n(n1)C(c1ccc(Cl)cc1)CC(c1ccc(OC)cc1)N2 (stereo unspecified) | 4

Rewritten with the structure last: entries from further up.
no. | MMP13 inhibition | Molecule
121 | 0 | CCN1C(=O)c2cccc3c(S(=O)(=O)NCc4ccco4)ccc1c23
128 | -4 | Nc1c(C(=O)OCC2CCCO2)c2nc3ccccc3nc2n1C1CCCC1 (stereo unspecified)
